sdo1 growth – restores growth of sdo1-depleted yeast | S. cerevisiae sdo1-depleted JHY4D growth rescue, OD600 30 h; hits give high values; pdr5 snq2 efflux-pump mutant strain | z-score at 10 µM | hit rate 0.21% among 140,000;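 active means z-score above 3 at both the 24 hr and the 30 hr optical density reads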;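 further: z-score against mean and SD of all compound wells on the same plate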
Insulin prom inh – TRM-6 insulin promoter activity inhibition; AID 1273; TRM-6 cells (human fetal islet line), insulin promoter-eGFP reporter, imaging; reporter expression induced with tamoxifen; hit rate 0.9% among 130,000; inhibition, % at 2 µM;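 active means inhibition above the mean plus 3 SD, with well images judged a real hit on visual review, cut at about 60% in these data, passing the limit was not always enough; inconclusive means inhibition over the cutoff but images rejected on review; inactive means inhibition not above the cutoff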
sdo1 growth Rescue 24 h – second read-out of sdo1 growth, no call of its own (marks repeat the call); z-score; S. cerevisiae sdo1-depleted JHY4D growth rescue, OD600; measured here: growth rescue at 24 h;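 0 is the plate mean of compound wells and units are plate SD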
Active calls of the source: *; ? = inconclusive; · = not tested or not shown. Rows are unselected; overall some 0.94% were active at least once.

sdo1 growth,sdo1 growth Rescue 24 h,Insulin prom inh,SMILES
-0.34,1.88,·,COc1ccc(C(=O)Nc2cccc(OC(=O)c3ccc(C)c(C)c3)c2)cc1
-0.73,-0.41,0.0,O=C1c2ccccc2C(=O)c2c1ncn2-c1ccccc1
·,·,36.4,Cc1cc(C)cc(OCC(=O)OCc2nnc(-c3ccccc3)o2)c1
·,·,44.4,O=C1NC(c2ccccc2)Nc2c1sc(=S)n2-c1ccccc1 (stereo not given)
-0.52,0.32,0.0,CCOC(=O)Nc1sc(C)c(C)c1C(=O)OCC
-1.85,-1.44,42.3,CCOc1ccc(-n2c(SCc3ccc(C(=O)OC)o3)nc3c(c2=O)SCC3)cc1
0.22,0.27,2.4,CCOC(=O)c1nn(-c2ccccc2F)c(-c2ccccc2)c1C(=O)c1ccccc1
-0.23,-0.67,-50.0,CCN(CC)c1ccc(NC(=O)c2[nH]c(C)c(C(C)=O)c2C)c(C)c1
-0.24,-1.38,13.3,COc1ccc(S(=O)(=O)N/N=C/c2ccc(OCCN3CCOCC3)c(OC)c2)cc1
0.74,0.38,5.7,CCOC(=O)Cc1csc(NC(=O)C2CCCCC2C(=O)O)n1 (stereo not given)
·,·,-22.2,CCOc1ccccc1NC(=O)c1ccc([N+](=O)[O-])cc1
-0.25,-0.17,·,O=c1c2cnn(-c3ccccc3)c2ncn1Cc1ccccn1
1.29,2.71,-36.4,CCOc1ccc(C(=O)NCCC(=O)NCCCC(=O)O)cc1
2.16,0.83,9.1,COc1cccc(-c2nc(NCCN3CCOCC3)c3ccccc3n2)c1O
0.65,1.34,?,COc1oc(-c2ccc(Cl)cc2)nc1C(F)(F)F
0.41,0.46,5.9,CCC(CC)c1nnc(NC(=O)c2cc(-c3ccccc3)nc3ccccc23)s1
-0.84,-1.85,14.3,CCOc1ncccc1C(=O)OCc1ccc(Cl)cc1
0.16,-0.32,·,CN(C(=O)CSc1nnc(-c2n[nH]c3ccccc23)o1)c1ccccc1
0.69,0.07,11.5,CC(=O)N1CCC2(CC1)C(C#N)=C(N)Oc1n[nH]c(C)c12
0.11,-0.58,·,O=C1CCc2cc(S(=O)(=O)N3CCC(C(=O)NCCC4=CCCCC4)CC3)ccc2N1
-0.35,-0.89,20.6,CCCNC(=O)c1cc2ccccc2c(=O)o1
·,·,38.9,O=S(=O)(c1cccc(Cl)c1Cl)N1CCN(C(=S)NCCCN2CCOCC2)CC1
·,·,-36.4,O=C1c2ccncc2C(=O)N1CNc1ccc(Cl)cc1
0.57,0.29,0.0,Nc1nc(NC(=O)c2ccccc2)nn1-c1ccccc1
-0.09,0.76,-81.0,Cc1ccc(S(=O)(=O)N2CCC(=O)N(C(COCc3ccc(Cl)c(Cl)c3)Cc3ccccc3)CC2)cc1 (stereo not given)
-0.59,-0.63,0.0,CCOC(=O)c1cccc(NC(=O)CSc2nnc(CNc3ccc(C)cc3)n2CC)c1
1.03,1.09,14.3,O=C(NCCCN1CCC(Cc2ccccc2)CC1)C1CCN(S(=O)(=O)N2CCOCC2)CC1
-0.22,-0.56,30.0,CCOc1ccccc1NC1=CC(=O)CC(c2ccccc2)C1 (stereo not given)
-0.3,-0.48,·,COCc1nc2ccccc2n1CCOc1ccccc1OC
0.4,1.2,-6.5,Cc1ccc(S(=O)(=O)c2c(N)n(CCN3CCOCC3)c3nc4ccccc4nc23)cc1C
0.93,0.43,·,CC(C)(C)N(NC(=O)Nc1ccc(Cl)cc1)C(=O)c1ccccc1
-1.64,-1.47,·,COC(=O)N/N=C/c1ccc(-c2ccc(Cl)c(Cl)c2)o1
-0.34,-0.94,20.0,CC(CN(C)Cc1ccccc1)OC(=O)c1cccc(F)c1 (stereo not given)
0.92,-0.25,·,CSCCC(NC(=O)c1cc([N+](=O)[O-])ccc1Cl)C(=O)O (stereo not given)
0.49,-0.5,16.7,CCCC(c1nnnn1CCC(C)C)N1CCC(C(N)=O)CC1 (stereo not given)
0.7,-0.2,·,NC(=O)CNC(=O)[C@@H]1CC2(CC(c3ccc(Cl)cc3)=NO2)CN1C(=O)c1ccccc1 (stereo not given in full)
-0.28,-0.42,-30.8,CC(=O)Nc1ccc(N/C=C/C(=O)c2ccco2)cc1
-0.37,-1.16,100.0*,COC(=O)c1ccc(C)c(NS(=O)(=O)c2ccc(OC)cc2)c1
0.24,0.24,10.8,CC(C)(C)NC(=O)NC(=O)CSc1ncc(C(F)(F)F)cc1Cl
0.83,0.4,·,Cn1c(=O)c2c(nc(CN3CCN(C(=O)c4ccco4)CC3)n2CCCc2ccccc2)n(C)c1=O
·,·,25.0,CSc1nnnn1-c1ccc(Cl)cc1
0.07,-0.28,14.3,O=C(O)CCCCCn1c(SCC(=O)N2CCCC2)nc2ccsc2c1=O
-1.35,0.09,-76.7,CCCn1c(=O)c(C(=O)Nc2ccccc2)c(O)c2ccccc21
-0.04,-0.81,-50.0,COc1ccc(/C=C/C(=O)NCc2cccnc2)cc1
-0.02,-0.46,-24.0,Cc1[nH]c2ccccc2c1C(=O)C(=O)NCCc1ccc(S(N)(=O)=O)cc1
1.62,2.15,-80.7,C=CCNC(=O)c1c(Cl)nc(C)c([N+](=O)[O-])c1C
0.75,0.42,·,Cc1cccc(NCc2nc(SCC(N)=O)n[nH]2)c1
-1.56,-0.94,6.5,Cc1ccc2nc(-c3cccnc3SCC(=O)N3c4ccccc4CC3C)[nH]c2c1 (stereo not given)
-0.85,-0.35,8.3,CCCN(CCC)C(=O)c1cc(-c2ccc3c(c2)OCO3)nc2ccccc12
0.73,0.11,-9.7,CCCCNC(=O)NC1CCCC1

Carrying on:
sdo1 growth,sdo1 growth Rescue 24 h,Insulin prom inh,SMILES
1.13,0.55,-12.0,CCc1nnc(NC(=O)CCN2C(=O)c3ccccc3S2(=O)=O)s1
-1.42,-0.64,17.2,C/C(=N\NC(=O)CNc1cccc(C)c1)c1ccc(Br)s1
-1.7,-0.83,4.0,Cc1ccc(NC(=O)CN2C(=O)/C(=C\c3cccs3)SC2=S)cc1
1.6,1.15,·,O=C(CNC(=O)c1ccc(S(=O)(=O)N2CCCC2)cc1)N/N=C/c1ccccc1Cl
0.74,0.56,-3.5,NCCc1nnc(SCc2ccc(F)cc2)o1
-0.59,-0.34,-15.8,CN(C)c1nc(N)nc(CSc2nnnn2-c2cccc3ccccc23)n1
-0.63,-0.72,0.0,CC1Cc2ccccc2N1C(=O)COC(=O)Cn1cnc2ccccc2c1=O (stereo not given)
·,·,50.0,COc1cc2c(cc1OC)C(C)N(C(=O)c1cccc([N+](=O)[O-])c1)CC2 (stereo not given)
0.06,-0.65,·,CN1CCC(N(C)C(=O)COc2ccccc2-c2ccccc2)CC1
·,·,-66.7,CCCN1Cc2cccc(C(=O)N3CCN(c4ccc(OC)cc4)CC3)c2C1=O
-1.09,-0.34,-225.0,CCOc1ccccc1NC(=O)c1ccccc1-c1nc(-c2ccccc2OC)no1
0.66,0.52,-22.2,Cc1c(Br)c([N+](=O)[O-])nn1CCCC(=O)N1CCN(c2ccccc2)CC1
·,·,-22.2,Cn1c(=O)c2c(nc(CN3CCN(c4cccc(Cl)c4)CC3)n2CCc2ccccc2)n(C)c1=O
-1.04,-0.3,28.6,C/C=C/Cn1c(SCc2ccc(C)cc2)nc2c1c(=O)[nH]c(=O)n2C
·,·,37.5,CCC(=O)c1ccc(OCC(=O)N2CCCC2)c(OC)c1
1.33,0.69,-10.0,Nc1nnc(SCc2ccc(F)cc2)s1
·,·,5.0,O=c1c(Cc2ccc(Cl)cc2Cl)c(O)ccn1CCCN1CCOCC1
-0.44,1.98,5.6,COc1cc(/C(C#N)=C/c2cccc3ccccc23)c([N+](=O)[O-])cc1OC
-0.03,0.02,17.9,O=C(c1ccccc1)N1CCN(C(=S)NCCc2ccccc2)CC1
-2.17,-1.7,·,COC(=O)c1cc(OC)c(OC)cc1NC(=O)c1ccccc1
0.55,0.38,0.0,CCOC(=O)c1ccccc1NC(=O)/C(C)=C/C(=O)O
-1.2,0.1,·,CCOc1nc(-c2ccc(OC)cc2)ccc1-c1noc(-c2cc(OC)c(OC)c(OC)c2)n1
1.08,0.79,·,Cc1cccc(NC(=O)Cn2cnc3ccccc3c2=O)c1C
0.23,-0.04,·,Cc1ccc(C)c(NC(=S)NCC(c2cccnc2)N2CCOCC2)c1 (stereo not given)
·,·,11.1,Cc1sc(C(=O)Nc2ccc3ccccc3c2)cc1CC(=O)O

Sorted by count of non-hydrogen atoms (ascending): three of the compounds above
sdo1 growth,sdo1 growth Rescue 24 h,Insulin prom inh,SMILES
1.33,0.69,-10.0,Nc1nnc(SCc2ccc(F)cc2)s1
-1.42,-0.64,17.2,C/C(=N\NC(=O)CNc1cccc(C)c1)c1ccc(Br)s1
-1.2,0.1,·,CCOc1nc(-c2ccc(OC)cc2)ccc1-c1noc(-c2cc(OC)c(OC)c(OC)c2)n1

Next part
sdo1 growth,sdo1 growth Rescue 24 h,Insulin prom inh,SMILES
-0.43,-0.28,-17.9,Cc1ccccc1NC(=O)CC1S/C(=N/c2nccs2)N(C)C1=O (stereo not given)
-0.87,-0.12,6.5,O=C(OCC#CCSc1nnc(-c2ccccc2)o1)c1cc2ccccc2o1
-1.79,-0.58,·,COc1cc(Cl)c(S(=O)(=O)N2CCN(Cc3ccc4c(c3)OCO4)CC2)cc1Cl
0.41,0.18,-41.8,NS(=O)(=O)c1cccc(NC(=O)Cn2cnc3ccccc3c2=O)c1
·,·,42.9,CC(C)CNC(=O)COC(=O)CCC(=O)c1ccc(Cl)cc1
1.46,1.64,·,O=C(C[n+]1ccc2ccccc2c1)Nc1cc(C(F)(F)F)ccc1Cl
-0.81,0.43,10.0,O=C(CC1CCCCC1)N1CCC(c2nc(-c3ccc(S(=O)(=O)N4CCCC4)cc3)no2)CC1
-2.05,-0.75,-41.0,O=C(COc1ccc(S(=O)(=O)N2CCCC2)cc1Cl)Nc1ccc2c(c1)OCO2
-1.12,-1.29,-8.1,N=c1ccn(Cc2ccc(Cl)cc2Cl)cc1
-0.53,-0.34,26.7,CC1CC(C)(C)N(C(=O)CN2C(=O)c3ccccc3C2=O)c2ccccc21 (stereo not given)
-0.86,-0.7,-7.1,CC(c1ccco1)N(C(=O)c1ccccc1NS(=O)(=O)c1cccc([N+](=O)[O-])c1)c1ccccn1 (stereo not given)
0.22,0.87,14.8,Cc1ccc(-c2cc(C(=O)Nc3sc4c(c3C(=O)NCc3ccco3)CCC4)[nH]n2)c(O)c1
-0.09,-0.05,-15.4,O=c1cc(-c2ccc(F)cc2)[nH][nH]1
-0.94,-0.4,-8.3,COc1ccc(-c2noc(CN(C(=O)c3cccs3)C(C)C)n2)cc1
·,·,-47.1,C=CC(c1ccccc1)C(C(=O)c1ccccc1)N(C)C (stereo not given)
·,·,-60.0,CC(C)C(C(=O)NCc1ccco1)N(CC1CCCO1)C(=O)CNS(=O)(=O)c1ccccc1 (stereo not given)
-1.08,-1.09,32.5,COC(=O)c1c(NC(=O)CSc2nc3ccccc3c(=O)n2-c2ccccc2)sc(C)c1C
-1.06,-0.23,-7.1,NC(=O)CSc1nc2c(c(=O)n1-c1ccccc1)C1(CCCCC1)Cc1ccccc1-2
·,·,-22.2,COc1ccc(CCNC(=O)CN(CCc2ccccc2)S(C)(=O)=O)cc1OC
-0.79,-0.04,-66.7,Cc1cccc(-c2n[nH]c(=S)n2Cc2ccccc2)c1
-0.59,-0.68,17.6,COC(=O)c1[nH]c2cccc(OC)c2c1NC(=O)CN1CC2(C)CC1CC(C)(C)C2 (stereo not given)
-1,0.39,26.7,COc1ccc(/C=C\C(=O)c2c(O)ccc3c(C)cc(=O)oc23)cc1
-0.65,-0.94,0.0,CC(C)(C)NC(=O)c1ccc2c(c1)N(CC(=O)N1CCN(c3ccccc3F)CC1)C(=O)C(C)(C)O2
1.24,1.9,-30.0,CCSC(=O)CCCCCCCCCCCO
0.66,-1.14,·,Cc1cc(CCC(=O)O)c(C)cc1CCC(=O)O
·,·,-15.4,Cc1ccc(SCCC(=O)N/N=C/c2cccnc2)cc1
-1.26,-1.64,57.1,CC(=O)Nc1ccc(C(=O)CSc2nnc(Cc3ccccc3)o2)cc1
0.43,1.6,-53.6,N/C(=N\c1nc2ccccc2o1)NC(=O)c1ccc(Cl)cc1
-1.04,-0.72,28.6,CCc1cc(-c2n[nH]c(=S)n2Cc2ccccc2)cs1
-0.53,-0.6,12.1,O=C(CSc1nc2ccccc2[nH]1)c1ccco1
0.06,-0.61,·,COc1ccc(OC)c(C2CC(=O)N3CN(c4cccc(Cl)c4)CSC3=C2C#N)c1 (stereo not given)
2.57,2.45,·,CCCN1C(=O)c2cc(C(=O)NC3CCCC3)ccc2C1O (stereo not given)
-0.61,0.32,-100.0,Cc1cc(C(=O)Nc2cccc([N+](=O)[O-])c2)c(C)o1
1.62,1.61,-12.5,N#Cc1nc(COc2ccccc2)oc1NCCCn1ccnc1
-0.11,0.01,-13.3,Cc1ccc(S(=O)(=O)N2CCCOC2CNC(=O)C(=O)NCc2cccs2)cc1 (stereo not given)
0.28,0.39,·,O=C1c2cccnc2C(O)N1Cc1ccccc1 (stereo not given)
-0.31,-1.21,4.3,Cc1cccc(-c2nnc(SCCOc3ccc4c(C)cc(=O)oc4c3)o2)c1

Shown with two lines to a compound: 4 of the compounds above.
Each structure is followed by: sdo1 growth, sdo1 growth Rescue 24 h, Insulin prom inh
> CC(=O)Nc1ccc(C(=O)CSc2nnc(Cc3ccccc3)o2)cc1
 : -1.26, -1.64, 57.1
> N/C(=N\c1nc2ccccc2o1)NC(=O)c1ccc(Cl)cc1
 : 0.43, 1.6, -53.6
> CCc1cc(-c2n[nH]c(=S)n2Cc2ccccc2)cs1
 : -1.04, -0.72, 28.6
> O=C(CSc1nc2ccccc2[nH]1)c1ccco1
 : -0.53, -0.6, 12.1
